# TRPC6 act: activates the mouse TRPC6 cation channel; Q61143; HEK293-TRPC6 membrane potential dye fluorescence; stronger effect = higher value; B-score at 10 µM; hit rate 0.13% among 310,000;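 active = B-score of the integrated fluorescence ratio above library mean plus 3 SD, and starting fluorescence ratio within library mean plus 5 SD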;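 also: higher score means more depolarization so channel activation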
# Target sequence (Q61143 whole entry, looked up): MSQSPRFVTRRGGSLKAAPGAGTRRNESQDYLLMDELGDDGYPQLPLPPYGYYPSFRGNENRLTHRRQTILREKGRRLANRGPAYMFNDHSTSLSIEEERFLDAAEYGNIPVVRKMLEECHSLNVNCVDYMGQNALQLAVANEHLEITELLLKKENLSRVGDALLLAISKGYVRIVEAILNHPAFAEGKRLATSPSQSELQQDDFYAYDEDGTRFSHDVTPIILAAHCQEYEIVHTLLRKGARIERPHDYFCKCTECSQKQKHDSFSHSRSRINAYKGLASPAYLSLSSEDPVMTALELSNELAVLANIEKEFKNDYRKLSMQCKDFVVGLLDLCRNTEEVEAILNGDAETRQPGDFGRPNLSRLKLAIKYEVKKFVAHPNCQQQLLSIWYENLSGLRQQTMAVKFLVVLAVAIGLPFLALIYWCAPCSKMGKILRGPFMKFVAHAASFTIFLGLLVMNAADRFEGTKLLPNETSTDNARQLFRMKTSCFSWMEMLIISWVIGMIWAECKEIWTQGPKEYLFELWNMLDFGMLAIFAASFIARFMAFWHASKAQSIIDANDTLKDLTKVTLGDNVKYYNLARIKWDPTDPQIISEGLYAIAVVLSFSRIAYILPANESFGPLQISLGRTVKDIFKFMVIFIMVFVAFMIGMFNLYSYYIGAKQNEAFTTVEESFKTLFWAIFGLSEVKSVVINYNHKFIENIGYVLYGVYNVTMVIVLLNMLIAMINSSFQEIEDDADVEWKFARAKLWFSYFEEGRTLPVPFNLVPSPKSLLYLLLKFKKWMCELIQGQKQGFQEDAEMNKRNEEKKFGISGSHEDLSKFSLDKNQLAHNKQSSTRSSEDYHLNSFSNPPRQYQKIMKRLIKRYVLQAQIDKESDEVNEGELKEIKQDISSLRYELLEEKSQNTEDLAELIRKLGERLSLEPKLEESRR
# MrgX1 antagonist: blocks BAM8-22 activation of human MrgX1 receptor. hit rate 1.3% among 310,000. MRGX1-HEK293 calcium flux, Fluo-4, BAM8-22 antagonism; stronger effect = lower value. B-score at 10 µM. Q96LB2;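 active = calcium-response B-score plate-corrected more than 3 library SD below zero, starting fluorescence within 5 deviations, no agonist response on first addition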;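 also: peak minus trough fluorescence over baseline after final BAM8-22 challenge near maximal dose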
# TRPC4 agonist: activators of mouse TRPC4 channel; hit rate 0.49% among 310,000; HEK293 TRPC4beta/mu-opioid, Fluo4 calcium fluorescence; stronger effect = higher value; B-score at 10 µM;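 active = B-score above 5 SD of library B-scores, and initial fluorescence ratio not above library mean plus 5 SD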;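 also: positive B-score marks a calcium rise read as TRPC4 activation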
#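 Assay system: HEK293 stable line with TRPC4beta plus mu-opioid receptor; schedule: 45 min room-temperature Fluo4 loading, 110 s read; technique: kinetic Fluo4 calcium fluorescence; evaluation: integrated baseline-normalised fluorescence ratio, converted to per-well B score; controls: buffer (low) and maximal DAMGO (high)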
# MrgX1 allo act: allosterically activates human MrgX1 receptor signaling; MrgX1-HEK293, Fluo-4 calcium flux, FDSS; stronger effect = higher value; hit rate 0.63% among 310,000; Q96LB2; B-score at 10 µM;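 active = plate-corrected calcium response at least 3 library SD above typical, normal starting fluorescence, not activating the receptor alone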;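 also: compound read alongside a low EC10 to EC30 dose of BAM8-22 agonist; peak minus trough fluorescence over baseline measured at the second addition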
# TRPC4 potent: TRPC4 (mouse) allosteric potentiation; Q9QUQ5; HEK293 TRPC4beta/mu-opioid, DAMGO EC20, Fluo-4 Ca2+ flux; stronger effect = higher value; B-score at 10 µM; hit rate 0.42% among 310,000; AID 2227;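 active = B-score of calcium response area above 5 SD of library B-scores, with initial fluorescence ratio within 5 SD of library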;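 also: B-score of integrated fluorescence ratio over time as area under calcium response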
# TRPC6 inhibitor: blocks the mouse TRPC6 cation channel. HEK293-TRPC6, membrane potential dye, ACh-evoked depolarization; stronger effect = lower value. AID 2553. B-score at 10 µM. hit rate 1.1% among 310,000. Q61143;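 active = B-score under library mean minus 3 SD, initial fluorescence not abnormally high, positive integrated signal ratio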;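 also: B-score derived from integrated fluorescence ratio over the kinetic read; more negative B-score means stronger inhibition of depolarization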
# SKKanGAS inh: SKKanGAS growth inhibition | hit rate 1.3% among 300,000 | inhibition, % at 7.5 µM | S. pyogenes SKKanGAS, kanamycin growth, BacTiter-Glo, 6 h;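 active = mean replicate score, as percent of positive control median, at least 50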;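 also: strain carries kanamycin resistance gene driven by streptokinase promoter and grows in 40 µg/ml kanamycin; loss of luminescence reflects streptokinase promoter inhibition or plain growth inhibition; 0% = median of DMSO wells and 100% = positive control at its reference dose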
# TMEM16A act: mouse TMEM16A channel activation, primary screen; Q8BHY3; HEK293 TMEM16A/YFP-H148Q/I152L, iodide quench fluorescence; stronger effect = lower value; B-score at 10 µM; hit rate 0.3% among 340,000; AID 623877;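 active = fluorescence-ratio B-score plate-corrected deviation score at least 3 library SD below zero, with starting fluorescence score within 5 deviations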;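 also: channel opened by trigger with iodide after compound preincubation; score built on the fluorescence ratio of max minus min over baseline; more negative score means more quench and so TMEM16A activation or potentiation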
# MrgX1 ag: agonists of human MrgX1 receptor. Q96LB2. MrgX1-HEK293 cells, Fluo-4 calcium fluorescence, agonist mode; stronger effect = higher value. B-score at 10 µM. hit rate 0.44% among 310,000;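 active = calcium response B-score plate-corrected fluorescence ratio at least 3 library SD, with starting fluorescence B-score inside 5 SD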
#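 System – MrgX1-expressing HEK293 cells · Incubation – cells plated overnight, dye loaded 0.5 h 37 °C, 0.5 h room temperature · Technique – kinetic Fluo-4 NW fluorescence of intracellular calcium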
# TMEM16A inh: inhibitors of mouse TMEM16A calcium-activated chloride channel. Q8BHY3. HEK293 TMEM16A/YFP iodide influx fluorescence, ionomycin. normalized B-score (activity score, 25-100; higher = stronger inhibition) at 10 µM. hit rate 1.2% among 310,000. AID 588511;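 active = ratio plate-corrected score three or more library SD toward inhibition, starting fluorescence score within five deviations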;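 also: score derived from kinetic fluorescence span divided by baseline fluorescence per well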
# TRPC4 inh: inhibitors of mouse TRPC4 channel; HEK293 TRPC4beta/mu-opioid, DAMGO-evoked Fluo4 calcium flux; stronger effect = lower value; B-score at 10 µM; hit rate 0.39% among 300,000; AID 2247;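 active = B-score over 3 SD under the library average, no early fluorescence shift, positive overall ratio signal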
#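 Assay system: HEK293 cells with stable TRPC4beta plus mu-opioid receptor expression. Dosing: single dose. Measured by: Fluo4 Ca2+ flux fluorescence. Also added: DAMGO in two steps, submaximal then maximal. Read-out: B score from integrated Fluo4 fluorescence ratio.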
# Numbers without * were called inactive; i = inactive; x = not tested or not shown.
SMILES,TRPC6 act,MrgX1 antagonist,TRPC4 agonist,MrgX1 allo act,TRPC4 potent,TRPC6 inhibitor,SKKanGAS inh,TMEM16A act,MrgX1 ag,TMEM16A inh,TRPC4 inh
CCOC(=O)C1CCCN(CC(O)COCc2ccccc2OC)C1 (centres undefined),i,i,i,i,i,i,4,i,i,i,i
O=C(NCc1ccco1)c1scc2c1OCCO2,i,i,i,i,i,i,-10,i,i,i,i
COc1ccccc1C(=O)Nc1ncc2c(n1)CC(c1ccco1)CC2=O (centres undefined),i,i,i,i,i,i,-14,i,i,i,i
O=C(Cn1nc(Cc2cccnc2)c2ccccc2c1=O)N1CCN(C(=O)c2ccco2)CC1,i,i,i,i,i,i,-6,i,i,i,i
COC(=O)c1cc2ccsc2n1Cc1ccccc1F,i,i,i,i,i,i,-2,i,i,i,i
COc1ccc(-c2nc(Cn3c(SCc4ccccc4F)nc4ccncc43)c(C)o2)cc1,i,i,i,i,i,i,12,i,i,i,i
Cc1ccc(/C=C2/NC(=O)[C@H](C)NC2=O)cc1,i,i,i,i,i,i,0,x,i,i,i
COc1ccc(CC(=O)c2c(O)cc(O)cc2O)cc1OC,i,i,i,i,i,i,7,i,i,i,i
CC1=CC(C)(C)n2c(O)c(N=N)c3c(C)ccc1c32,i,i,i,i,i,i,14,i,i,i,i
c1ccc(-c2ccccc2OCCOCCN2CCCCC2)cc1,i,i,i,i,i,i,1,i,i,i,-5*

# 4 consecutive entries out of the list so far:
SMILES,TRPC6 act,MrgX1 antagonist,TRPC4 agonist,MrgX1 allo act,TRPC4 potent,TRPC6 inhibitor,SKKanGAS inh,TMEM16A act,MrgX1 ag,TMEM16A inh,TRPC4 inh
Cc1ccc(/C=C2/NC(=O)[C@H](C)NC2=O)cc1,i,i,i,i,i,i,0,x,i,i,i
COc1ccc(CC(=O)c2c(O)cc(O)cc2O)cc1OC,i,i,i,i,i,i,7,i,i,i,i
CC1=CC(C)(C)n2c(O)c(N=N)c3c(C)ccc1c32,i,i,i,i,i,i,14,i,i,i,i
c1ccc(-c2ccccc2OCCOCCN2CCCCC2)cc1,i,i,i,i,i,i,1,i,i,i,-5*

# Going on with the list:
SMILES,TRPC6 act,MrgX1 antagonist,TRPC4 agonist,MrgX1 allo act,TRPC4 potent,TRPC6 inhibitor,SKKanGAS inh,TMEM16A act,MrgX1 ag,TMEM16A inh,TRPC4 inh
Cc1[nH]c2ccccc2c1SCc1nnc(SCc2ccc(Cl)cc2)n1C,i,i,i,i,i,i,37,i,i,i,i
NC(=O)c1sc2cc(C(F)(F)F)cnc2c1-c1ccccc1,i,i,i,i,i,i,4,i,i,i,i
Cc1ccccc1-c1noc(-c2cccs2)n1,i,i,i,i,i,i,14,i,i,i,i
Cc1ccc(C)c(OCCC(=O)NCCc2ccc(Cl)cc2)c1,i,i,i,i,i,i,7,i,i,i,i
CCCn1c(=O)n(C)c(=O)c2c(SCC(=O)NC34CC5CC(CC(C5)C3)C4)nc(CC(C)C)nc21,i,i,i,i,i,i,-2,i,i,i,i
Cc1cc(O)c(C(C)C)cc1NC1=NS(=O)(=O)c2ccccc21,i,i,i,i,i,i,7,i,i,i,i
CSCCNCc1cn(-c2ccc(F)cc2F)nc1-c1ccccc1C,i,i,i,i,i,i,1,i,i,i,-7*
CN(C)C/C(Cl)=C(\Cl)c1ccccc1,i,i,i,i,i,i,-12,i,i,i,i
O=C(CCCn1nnnc1CN1CCOCC1)N1CCC(c2ccccc2F)C1 (centres undefined),i,x,i,x,i,i,-4,i,x,x,i
C=CC(=O)NC1CC2CCC1(C)C2(C)C (centres undefined),i,i,i,i,i,i,1,i,i,i,i
O=C1COc2ccc(N3C(=O)C=CC3=O)cc2N1,i,i,i,i,i,i,-1,x,i,i,-7*
CCS(=O)(=O)c1ccccc1C(=O)NC1CCCc2ccccc21 (centres undefined),i,i,i,i,i,i,-4,i,i,i,i
COC(=O)Nc1nnc(/C=C/c2ccc(OC)cc2)s1,i,i,i,i,i,i,13,i,i,i,i
COc1ccc(S(=O)(=O)N2CCC(C(=O)NCCC(=O)NCc3ccncc3)CC2)cc1,i,i,i,i,i,i,-2,i,i,i,i
O=C(CSc1nccc(=O)[nH]1)Nc1ccc(F)c(Cl)c1,i,i,i,i,i,i,4,i,i,i,x
Cc1ccccc1OCc1nc2ccc(S(=O)(=O)N3CCOCC3)cc2[nH]1,i,i,i,i,i,i,x,i,i,i,i
COc1cc(OC)c(C2N(c3ccc(Cl)cc3)C(=O)C3CCCN32)cc1OC (centres undefined),i,i,i,i,12*,i,-2,i,i,i,i
COc1ccc(NC(=O)Cc2nnc(SCC(=O)c3ccc(F)cc3)n2C)cc1,i,i,i,i,i,i,-2,i,i,i,i
COc1ccc(CC(=O)NCc2ccccc2Cl)cc1S(=O)(=O)N1CCOCC1,i,i,i,i,i,i,7,i,i,i,i
COc1cc2oc3ccccc3c2cc1N(CC(=O)N(C)C)S(=O)(=O)c1ccc(C)cc1,i,i,i,i,i,i,0,i,i,i,i
O=C(NCCc1ccco1)c1nn(Cc2ccccc2)c(=O)c2ccccc12,i,i,i,i,i,i,3,i,i,i,i
Cc1ccc(Nc2nnc(-c3ccccc3N)o2)cc1C,i,i,i,i,i,i,-12,i,i,i,i
O=C(NCc1ccc(Cl)cc1)c1noc2c1CCCCC2,i,i,i,i,i,i,4,i,i,i,i
c1ccc(NC2=NCCN2CC2CCCC2)cc1,i,i,i,i,i,i,0,i,i,i,x
Cc1ccc(OCC(O)CN2CCN(Cc3ccc4c(c3)OCO4)CC2)cc1C (centres undefined),i,i,i,i,i,i,0,i,i,i,i
CC(C)Cc1csc(NC(=O)c2ccc(Br)cc2)c1C(=O)O,i,i,i,i,i,i,70*,i,45*,100*,i
Cc1c(NS(=O)(=O)c2ccc(N=NN(C)C)cc2)c(=O)n(-c2ccccc2)n1C,i,i,i,i,i,i,-8,i,i,i,i
Cc1cccc(CC(Cc2nc3ccccc3[nH]2)c2nc3ccccc3[nH]2)c1 (centres undefined),i,i,i,i,i,i,61*,i,i,100*,i
CC(=O)Nc1cccc2c1OCCO2,i,i,i,i,i,i,-1,i,i,i,i
C[C@H](C(=O)NCc1ccccc1)C(=O)c1ccccc1,i,i,i,i,i,i,27,i,i,i,i
COc1ccc(C(=O)NCCc2nnc(SCC(=O)Nc3ccc(Br)cc3)n2C)cc1,i,i,i,i,i,i,-10,i,i,i,i
Cc1cccc(/C=N\NC(=O)c2csnn2)c1,i,i,i,i,i,i,7,i,i,i,i
CC(C)N1CCN(Cc2cccc(-n3cccn3)c2)CC1CCO (centres undefined),i,i,i,i,i,i,-11,i,i,i,i
CCCCCOC(=O)c1cc(=O)[nH]c2ccccc12,i,i,i,i,i,i,-5,i,i,i,i
CCCS(=O)(=O)N1CCN(Cc2ccco2)CC1,i,i,i,i,i,i,2,i,i,i,i
O=C(CSc1ncccn1)NCc1ccc2c(c1)OCO2,i,i,i,i,i,i,-1,i,i,i,i
Cc1nnc(SCc2ccccc2C#N)n1-c1ccccc1,i,i,i,i,i,i,-3,i,i,i,i
CCCCn1c(=S)[nH]c2cc(S(=O)(=O)N3CCCCC3)ccc21,i,i,i,i,i,i,4,i,i,i,i
CCOC(=O)N1CCN(C(=O)c2c(-c3c(Cl)cccc3Cl)noc2C)CC1,i,i,i,i,i,i,-2,i,i,i,i
CCCCNC(=O)NC12CC3CC(CC(C3)C1)C2,i,i,i,i,i,i,3,i,i,i,i
CCOC(=O)C1=C(c2ccccc2)NC(SCC(=O)Nc2cccc(C)c2)=C(C#N)C1c1ccco1 (centres undefined),i,i,i,i,i,i,24,i,i,i,i
CCOC(=O)c1cccc(NC(=O)CCNS(=O)(=O)c2ccc3c(c2)CCN3C(=O)CC)c1,i,i,i,i,i,i,-2,i,i,i,i
c1ccc(-c2cnnc(-c3ccccn3)n2)cc1,i,i,i,i,i,i,-1,i,i,i,i
O=c1c2ccccc2c(C=NCCCN2CCOCC2)c(O)n1Cc1ccc2c(c1)OCO2,i,i,i,i,i,i,2,i,i,i,i
Cc1ccc(S(=O)(=O)NC(=O)NC(C)c2ccc(F)cc2)cc1 (centres undefined),i,i,i,i,i,i,-5,i,i,i,i
CC(=O)Nc1ccc(S(=O)(=O)N2CCN(CC3CC4C=CC3C4)CC2)cc1 (centres undefined),i,i,i,i,i,i,-15,i,i,i,i
COc1ccc(C(=O)NCC(=O)NCC(=O)OCC(=O)C(C)(C)C)cc1,i,i,i,i,i,i,3,i,i,i,i
Cc1ccc(Cn2cc(/C=N/Nc3ccc([N+](=O)[O-])cn3)c3ccccc32)cc1,i,i,i,i,i,i,16,i,i,i,i
COc1ccc(S(=O)(=O)N2CC(O)C[C@H]2C(=O)OCC(=O)N2CCCCCC2)cc1 (some centres undefined),i,i,i,i,i,i,7,i,i,i,i
O=C(COC(=O)c1n[nH]c(=O)c2ccccc12)c1ccccc1,i,i,i,i,i,i,-2,i,i,i,i

# Next section.
SMILES,TRPC6 act,MrgX1 antagonist,TRPC4 agonist,MrgX1 allo act,TRPC4 potent,TRPC6 inhibitor,SKKanGAS inh,TMEM16A act,MrgX1 ag,TMEM16A inh,TRPC4 inh
Cc1cccc(C(=O)NCc2nnc(SCC(=O)Nc3nncs3)n2C)c1,i,i,i,i,i,i,-10,i,i,i,i
CCCCCC(=O)Nc1ccc2oc(-c3cncc(Br)c3)nc2c1,i,i,i,i,i,i,2,i,i,i,i
CC1=NNC(=O)C1CCC(=O)N/N=C(\C)c1ccccc1 (centres undefined),i,i,i,i,i,i,1,i,i,i,i
Cc1cc(SCCC(=O)O)nc2ccccc12,i,i,i,i,i,i,-5,i,i,i,i
O=C(Nn1cnc2ccccc2c1=O)c1ccc(Cl)c([N+](=O)[O-])c1,i,i,i,i,i,i,4,i,i,i,i
S=C1NC2=C(C(c3ccc(Br)cc3)N1)N1CCC2CC1 (centres undefined),i,i,i,i,i,i,-1,i,i,i,i
CN(Cc1nc2ccc(F)cc2[nH]1)Cc1c(C(=O)N(C)C)nc2ccc(Cl)cn12,i,i,i,i,i,i,2,i,i,i,i
